High-throughput results: PubChem BioAssay, NCI
NCI-60 one-dose screen, 48 h, at 10 µM unless noted. Numbers give growth in % (100 = growth as untreated, 0 = no growth, -100 = all killed).
A549/ATCC – A549/ATCC NSCLC | hit rate 3.7% among 81,000
HOP-92 – HOP-92 NSCLC cells; hit rate 6.3% among 71,000; AID 1794738
CCRF-CEM – CCRF-CEM leukemia. hit rate 7% among 77,000. AID 1794778
HOP-62 – HOP-62 NSCLC. hit rate 3.9% among 80,000. AID 1794735
RPMI-8226 – RPMI-8226 leukemia cells; hit rate 7.5% among 77,000
UACC-62 – UACC-62 melanoma; hit rate 5.4% among 81,000; AID 1794756
EKVX – EKVX NSCLC. hit rate 3% among 71,000. AID 1794765
M14 – M14 melanoma; hit rate 6.2% among 80,000
The depositor's hits bear a star; . = no result given; & = joins results of further samples. The calls were made as follows: active = growth percent below 10; inactive = the rest. Rows are unselected. Share with any hit: about 12%.

nr	compound	A549/ATCC	HOP-92	CCRF-CEM	HOP-62	RPMI-8226	UACC-62	EKVX	M14
1	O=C(Nc1ccc([N+](=O)[O-])cc1)N1CCC2N(C(=O)Nc3ccc([N+](=O)[O-])cc3)CCC3N(C(=O)Nc4ccc([N+](=O)[O-])cc4)CCC1N23 (configuration not stated)	122	96	85	110	81	94	96	115
2	CC(C)=C[C@@H]1c2c(c3ccccc3n(C)c2=O)O[C@H]2c3c(c4ccccc4n(C)c3=O)OC(C)(C)[C@@H]12	89	-4.6*	47	115	-37*	66	91	99
3	CCNc1nc(-c2ccc(F)cc2)c(C#N)c(=O)n1C	59	-1.1*	86	52	92	44	29	83
4	O=C1Nc2ccc(Br)cc2/C1=N/N=C/c1ccccc1F	97	109	58	91	81	80	66	.
5	O=Nc1ccc(NO)cc1	104	101&94	101&108	101&98	101&106	98&94	96&114	100&101
6	CCNC(=S)n1nc(-c2ccc(OC)cc2)nc1N	100	92	94	.	100	94	60	102
7	CCOC(=O)c1cnc(=O)[nH]c1N	100	101	107	104	114	99	.	103
8	COc1ccc(/C=N/C2=C(C#N)C(c3ccccc3)c3c(ccc4ccccc34)O2)cc1 (configuration not stated)	42	54	15	35	-3.0*	37	33	12
9	O=C(Nc1ccccc1O)c1ccc(CNc2ccnc(C(F)(F)F)c2)cc1	57	78	-8.3*	60	1.9*	33	53	34
10	CCOC(=O)C1=C(N)Oc2n[nH]c(C)c2C1c1cc(=O)oc2ccc(Cl)cc12 (configuration not stated)	95	116	89	120	97	87	101	93

3 compounds from above, arranged by molecular weight, largest number first:
nr	compound	A549/ATCC	HOP-92	CCRF-CEM	HOP-62	RPMI-8226	UACC-62	EKVX	M14
1	O=C(Nc1ccc([N+](=O)[O-])cc1)N1CCC2N(C(=O)Nc3ccc([N+](=O)[O-])cc3)CCC3N(C(=O)Nc4ccc([N+](=O)[O-])cc4)CCC1N23 (configuration not stated)	122	96	85	110	81	94	96	115
9	O=C(Nc1ccccc1O)c1ccc(CNc2ccnc(C(F)(F)F)c2)cc1	57	78	-8.3*	60	1.9*	33	53	34
4	O=C1Nc2ccc(Br)cc2/C1=N/N=C/c1ccccc1F	97	109	58	91	81	80	66	.

The listing continues.
nr	compound	A549/ATCC	HOP-92	CCRF-CEM	HOP-62	RPMI-8226	UACC-62	EKVX	M14
11	N#CCC(=O)c1ccccc1C(=O)O	95	106	118	100	98	99	118	110
12	O=C(COc1cccc2cccnc12)Nc1ccc(C(=O)/C=C/c2ccc(Cl)cc2)cc1	85	108	83	108	7.0*	73	81	99
13	Cc1ccc(-c2csc3nc(C)c(CCN4CCOCC4)c(=O)n23)cc1	99	70	98	97	89	94	.	107
14	O=C(Nc1cc(Cl)cc(Cl)c1)Oc1c(Cl)c(Cl)c(Cl)c(Cl)c1Cl	71	-19*	48	94	37	66	64	87
15	CCNC(=O)CCCCC(=O)c1c(C)[nH]c(/C=C2\N=C(c3ccc[nH]3)C=C2OC)c1C	9.5*	-72*	42	43	52	61	.	5.3*
16	COc1cnc2c(c1)C(=O)c1c-2n(CCCN2CCNCC2)c(=O)c2cc(Cl)ccc12	-31*	.	-69*	-24*	-65*	-45*	29	-79*
17	CCC(=O)C1CCCC(C)C2CC(C)(C)C2/C=C/1C (configuration not stated)	102	.	.	100	99	107	.	98
18	C=C(C)CC1CC(=O)OC1=O (configuration not stated)	83	95	104	91	100	97	99	101
19	CCOC(=O)CC1CSC(c2cccc(OC)c2)=N1 (configuration not stated)	97	103	103	101	104	97	103	96
20	COc1c(F)ccc(C(=O)Nc2ccc3nc(NC(=O)C4CCCN(S(=O)(=O)c5ccc(Br)cc5)C4)sc3c2)c1F (configuration not stated)	74	.	63	101	35	69	78	74

Whole records, looked up by structure. Screens in order: A549/ATCC	HOP-92	CCRF-CEM	HOP-62	RPMI-8226	UACC-62	EKVX	M14
COc1cnc2c(c1)C(=O)c1c-2n(CCCN2CCNCC2)c(=O)c2cc(Cl)ccc12 is listed as -31*	.	-69*	-24*	-65*	-45*	29	-79*
N#CCC(=O)c1ccccc1C(=O)O is listed as 95	106	118	100	98	99	118	110

(further entries)
nr	compound	A549/ATCC	HOP-92	CCRF-CEM	HOP-62	RPMI-8226	UACC-62	EKVX	M14
21	O=c1/c(=C/c2cccs2)sc2nc3ccccc3n12	103	90	105	98	100	92	90	98
22	Cc1nc2ccccc2c(/C=C/c2ccccc2)c1C(=O)/C=C/c1ccccc1	23	80	6.8*	6.5*	8.2*	30	46	23
23	COc1cc2c(c(OC)c1OC)CCC(c1cccc(C(=O)NC(C)C)c1)O2 (configuration not stated)	99	80	75	99	68	79	101	101
24	CCCCCCCCCCCCNC(=S)N/N=C/c1ccc([N+](=O)[O-])cc1	100	120	92	106	98	91	106	105
25	Cc1c(O)c(=O)ccn1C	97	77	83	111	88	97	97	99
26	O=C(Nc1ccc2ccccc2c1)OC1CCS(=O)(=O)C1 (configuration not stated)	106	88	102	92	92	95	91	94
27	O=C(O)/C(=C/c1cccc([N+](=O)[O-])c1)c1ccc(Cl)cc1	91	83	96	99	97	102	98	103
28	Oc1ccc(C2c3ccccc3Oc3ccccc32)c2cccnc12	12	43	.	20	29	4.4*	20	-25*
29	COc1ccc(CC(C#N)Cc2ccc(OC)c(OC)c2)cc1OC	103	84	.	92	.	93	98	97
30	O=Cc1ccc(-c2[nH]c(=S)[nH]c(=O)c2C(=O)Nc2ccc(O)cc2)cc1	101	111	104	96	101	100	98	110
31	C=C1CCC2C3(C)COC(C)(C)OC3CCC2(C)C1C/C=C1\C=COC1=O (configuration not stated)	106	120	87	118	.	103	108	101
32	O=C1NC(=O)C(c2c[nH]c3ccccc23)=C1c1cccc2ccccc12	95	75	96	87	105	89	91	100
33	O=C(NCCc1ccccc1)C(Cl)Cl	118	.	.	97	.	118	126	116
34	C[N+](C)(C)/C=C/c1ccccc1	108	95	81	94	93	107	105	104
35	COc1ccc(NC(C)=O)c([N+](=O)[O-])c1[N+](=O)[O-]	101	.	82	93	.	81	108	88
36	CS(=O)(=O)OCCN(CCOS(C)(=O)=O)c1ccc(/C=N/Nc2ccc([N+](=O)[O-])cc2[N+](=O)[O-])cc1	81	72	56	93	82	78	82	99
37	CN(C)C(=S)N(C)C	100	93	98	96	98	108	127	101
38	CN(C)C=C(S(C)(=O)=O)S(C)(=O)=O	93	58	.	105	95	100	89	103
39	Cc1cc(C)c2c(n1)sc1c(Nc3ccc(OCc4ccccc4)cc3)ncnc12	101	88	87	101	95	105	.	108
40	Nc1ccc(-c2nnc(-c3ccc(Cl)cc3Cl)o2)cc1	91	99	106	89	99	103	96	97

6 neighbouring compounds already listed:
nr	compound	A549/ATCC	HOP-92	CCRF-CEM	HOP-62	RPMI-8226	UACC-62	EKVX	M14
35	COc1ccc(NC(C)=O)c([N+](=O)[O-])c1[N+](=O)[O-]	101	.	82	93	.	81	108	88
36	CS(=O)(=O)OCCN(CCOS(C)(=O)=O)c1ccc(/C=N/Nc2ccc([N+](=O)[O-])cc2[N+](=O)[O-])cc1	81	72	56	93	82	78	82	99
37	CN(C)C(=S)N(C)C	100	93	98	96	98	108	127	101
38	CN(C)C=C(S(C)(=O)=O)S(C)(=O)=O	93	58	.	105	95	100	89	103
39	Cc1cc(C)c2c(n1)sc1c(Nc3ccc(OCc4ccccc4)cc3)ncnc12	101	88	87	101	95	105	.	108
40	Nc1ccc(-c2nnc(-c3ccc(Cl)cc3Cl)o2)cc1	91	99	106	89	99	103	96	97

More structures follow:
nr	compound	A549/ATCC	HOP-92	CCRF-CEM	HOP-62	RPMI-8226	UACC-62	EKVX	M14
41	C=C(C)[C@@H]1CC[C@]2(C(N)=O)CC[C@]3(C)[C@H](CC[C@@H]4[C@@]5(C)C/C(=C/c6ccncc6)C(=O)C(C)(C)[C@@H]5CC[C@]43C)[C@@H]12	50	39	23	77	36	62	70	63
42	COC(=O)[C@]12CCC(C)(C)C[C@H]1C1=CC[C@@H]3[C@@]4(C)/C(=C/c5ccco5)C(=O)/C(=C\c5ccco5)C(C)(C)[C@@H]4CC[C@@]3(C)[C@]1(C)CC2	106	111	96	102	101	98	102	109
43	N#Cc1c(-c2ccc(Br)cc2)nc2c(N=Nc3ccc(S(N)(=O)=O)cc3)c(N)nn2c1N	68	31	-4.5*	52	-14*	72	71	41
44	O=C(O)c1ccc(-n2cc(CNc3cccc(C(F)(F)F)c3)c(-c3ccc(F)cc3)n2)cc1	79	79	75	107	81	62	94	.
45	CC1=NN(c2nc(SCC(=O)Nc3nc4ccc(C)cc4s3)nc(-c3ccccc3)c2C#N)C(=O)C1	107	85	107	86	110	94	106	109
46	CCO/C=N/NC(=O)c1ccncc1	106	104	106	103	108	107	102	114
47	COc1ccc(-c2cc(-c3cc(OC)c(OC)c(OC)c3)c(C#N)c(N3CCOCC3)n2)cc1O	66	43	43	68	-24*	90	60	68
48	COC(=O)OC1C(O[C@H]2C[C@H]3[C@@H]4CC=C5C[C@@H](O)CC[C@]5(C)[C@H]4CC[C@]3(C)[C@H]2[C@H](C)C(=O)CCC(C)C)OCC(O)C1OC1OCC(O)C(O)C1OC(=O)c1ccc(OC)cc1 (some centres not stated)	1.8*	.	-26*	-27*	-41*	-29*	14	-59*
49	c1cc(CSC2=NCCN2)ccc1CSC1=NCCN1	87	93	100	99	101	.	91	90
50	C=CCn1c(-c2nc3ccc(C(=C(C#N)C#N)c4ccccc4)cc3[nH]2)cc2cc(-c3ccccc3OC)ccc21	98	96	99	97	92	78	83	.
51	Fc1ccc(-c2nc(CSc3nc4ccccc4o3)no2)cc1	104	97	119	107	111	93	99	106
52	O=[N+]([O-])c1cc2cccnc2c2ncccc12	102	93	87	128	.	88	105	83
53	CC(=O)c1ccc2c(c1)CCc1ccccc1-2	91	95	109	88	108	109	.	107
54	COc1cc(OCc2cccc(-c3ccc(C(O)c4nccs4)cc3)c2C)cc(OC)c1C=O (configuration not stated)	40	63	37	48	22	-4.4*	43	32
55	O=C(CC(NC(=O)OCc1ccccc1)C(=O)OCc1ccccc1)OCc1ccccc1 (configuration not stated)	99	.	48	94	99	97	96	91
56	CC1[C@H]2[C@H](C[C@H]3[C@@H]4CC=C5c6sc(Nc7ncccn7)nc6CC[C@]5(C)[C@H]4CC[C@@]32C)O[C@]12CC[C@@H](C)CO2 (some centres not stated)	93	86	82	114	60	51	90	81
57	CC(=O)Nc1ccc(N=Nc2c(S(=O)(=O)O)cc3cc(S(=O)(=O)O)cc(OC(=O)c4ccc(N)cc4)c3c2O)cc1	106	90	97	98	97	96	107	101
58	COc1ccccc1N1CCN(C(=O)CCCl)CC1	99	.	.	.	94	108	.	100
59	CCOC(=O)C1=C(C)Nc2nnc(Nc3ccccc3)n2C1c1ccccc1 (configuration not stated)	49	82	70	82	77	75	69	100
60	COc1ccc(C(=O)C2C(c3ccc(Br)cc3)CN(C)C23C(=O)c2ccccc2C3=O)cc1 (configuration not stated)	105	94	112	93	99	85	83	101

Overlap with the part before: 4 entries, followed by the next part.
nr	compound	A549/ATCC	HOP-92	CCRF-CEM	HOP-62	RPMI-8226	UACC-62	EKVX	M14
57	CC(=O)Nc1ccc(N=Nc2c(S(=O)(=O)O)cc3cc(S(=O)(=O)O)cc(OC(=O)c4ccc(N)cc4)c3c2O)cc1	106	90	97	98	97	96	107	101
58	COc1ccccc1N1CCN(C(=O)CCCl)CC1	99	.	.	.	94	108	.	100
59	CCOC(=O)C1=C(C)Nc2nnc(Nc3ccccc3)n2C1c1ccccc1 (configuration not stated)	49	82	70	82	77	75	69	100
60	COc1ccc(C(=O)C2C(c3ccc(Br)cc3)CN(C)C23C(=O)c2ccccc2C3=O)cc1 (configuration not stated)	105	94	112	93	99	85	83	101
61	O=C1OCCN1N1CCOC1=O	105	.	102	102	.	98	101	112
62	Nc1ccc(C(=NNc2ccc([N+](=O)[O-])cn2)c2ccc(N)cc2)cc1	95	.	.	105	61	97	102	117
63	COc1cccc(-c2nc3occn3c2-c2ccnc(NCCNS(=O)(=O)c3cccc4ccccc34)n2)c1	105	122	123	103	102	94	114	117
64	CC(=O)c1sc(N2N=C(c3ccc(Cl)cc3)CC2c2cccnc2)nc1C (configuration not stated)	85	84	85	106	69	78	80	97
65	COC(=O)/C=C1/SC(=Nc2ccc([N+](=O)[O-])cc2)N(CCc2c[nH]c3ccc(O)cc23)C1=O	69	27	11	27	8.5*	30	65	46
66	C=CCn1cc(-c2nc3ccccc3s2)c2cc(-c3ccc4c5c(cccc35)C(=O)N(CCN(CC)CC)C4=O)ccc21	96	91	97	90	97	95	77	100
67	N#CC(C(=O)c1ccccc1)c1ccc(Cl)cc1 (configuration not stated)	107	78	100	112	100	100	100	103
68	CN1CCO/C1=C(/NC(=O)c1ccccc1)[P+](c1ccccc1)(c1ccccc1)c1ccccc1	93	83	84	96	45	85	96	95
69	Cc1ccc(NC(=O)c2ccc(-n3c(=O)[nH]c4ccccc4c3=O)cc2)cc1	113	37	61	82	133	82	85	101
